From PubChem
ST2 IL33 inh: IL1RL1 inhibition; Q01638; 78,000 compounds, 2.3% hits; AID 1259354; AlphaLISA ST2-Fc/biotin-IL-33 interaction, 1 h; inhibition, % for hits at 17 µM; in the data active = inhibition above about 30%; inconclusive = mostly about 10% to 28%
Target sequence (Q01638 whole entry, looked up): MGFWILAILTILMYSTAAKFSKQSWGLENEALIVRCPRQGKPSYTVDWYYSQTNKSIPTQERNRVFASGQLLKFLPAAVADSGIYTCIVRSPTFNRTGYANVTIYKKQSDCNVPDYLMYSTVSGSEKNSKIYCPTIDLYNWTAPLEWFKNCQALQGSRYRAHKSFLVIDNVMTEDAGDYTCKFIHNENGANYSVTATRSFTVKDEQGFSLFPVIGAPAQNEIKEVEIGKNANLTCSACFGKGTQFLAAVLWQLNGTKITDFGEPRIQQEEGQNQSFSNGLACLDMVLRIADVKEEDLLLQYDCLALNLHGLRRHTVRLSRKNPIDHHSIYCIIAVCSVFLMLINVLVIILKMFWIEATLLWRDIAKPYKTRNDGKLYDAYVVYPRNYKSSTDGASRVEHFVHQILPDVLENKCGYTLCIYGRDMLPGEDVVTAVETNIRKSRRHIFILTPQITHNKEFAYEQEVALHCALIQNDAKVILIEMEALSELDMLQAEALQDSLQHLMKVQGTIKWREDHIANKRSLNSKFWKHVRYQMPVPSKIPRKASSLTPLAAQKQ
The depositor's hits bear a star; i = inactive; ? = inconclusive.

nr	compound	ST2 IL33 inh
1	C=CCN1C(=O)c2ccccc2Sc2ccc(C(=O)NCc3ccccc3)cc21	i
2	CCN(Cc1ccncc1)C(=O)CCn1c(C)cc(C)nc1=O	?
3	Cc1nc(CN(C)Cc2nc3ccccc3n2CC(C)C)no1	i
4	O=C(Nc1ccc2c(c1)OCCO2)C1CCN(S(=O)(=O)c2ccc(Cl)cc2)CC1	?
5	O=C(NC1CCCCC1)C1CCN(S(=O)(=O)N2CCCC2)CC1	i
6	COc1ccc(CN(C)C(=O)CC(=O)Nc2cc(C)cc(C)c2)c2cccnc12	i
7	Cc1ccc(S(=O)(=O)NC(C(C)C)C(C)C)cc1[N+](=O)[O-]	i
8	Cc1cc(=O)oc(C)c1C(=O)NCCCN1CCOCC1	i
9	O=C(COc1ccccc1)Nc1nc2ccc([N+](=O)[O-])cc2s1	?
10	Cc1cc(C)nc(NC(=O)Nc2ccccc2)n1	?
11	COc1ccc(Nc2cc(C)nc(-c3ccccc3O)n2)cc1	i
12	O=C(Nc1cccnc1)c1noc2c1CCCCC2	i
13	O=C(CN1CCCC(O)C1)N1c2ccccc2C=Cc2ccccc21 (stereo not given)	i
14	COc1ccc(N2CC(C(=O)O)CC2=O)cc1 (stereo not given)	i
15	CCN1CCCC1CNC(=O)c1cc2cc3ccc(OC)cc3nc2o1 (stereo not given)	i
16	C=CCc1cc(C)ccc1OCC(O)Cn1c(CO)nc2ccccc21 (stereo not given)	i
17	O=C(Nc1ccc2c(c1)OCO2)C1CCN(C(=O)c2ccc(F)cc2)CC1	i
18	COCC1(C(=O)NCc2cccnc2Oc2ccc(C)nc2)CCC1	i
19	CCOc1c(Nc2ccc(F)cc2)c(=O)c1=O	i
20	CCOc1ccc(NS(=O)(=O)c2cccc3cccnc23)cc1	?
21	NC(=O)c1cccc(CC2CCN(C(=O)CCn3ccccc3=O)C2)c1 (stereo not given)	i
22	O=C(CSc1nnc2c(n1)[nH]c1ccccc12)Nc1cc(C(F)(F)F)ccc1Cl	?
23	COC(=O)c1ccccc1NC(=O)c1noc2c1CCCC2	?
24	Cc1ccc(-n2c(C)nc3c(cnn3-c3ccc(F)cc3)c2=O)cc1	i
25	O=C(Nc1nccs1)c1ccc2c(c1)C(=O)N(Cc1ccccc1)C2=O	i

(cont.)
nr	compound	ST2 IL33 inh
26	O=C(Nc1cnc2n1CCCC2)c1ccccc1-c1ncc[nH]1	i
27	COc1ccc(OC)c(Nc2nc(-c3nnc(-c4ccc(C)cc4)o3)nc3ccccc23)c1	i
28	O=C1CC(C(=O)N2CC(=O)N(C3CCCCC3)CC(OCc3cccnc3)C2)c2ccccc21 (stereo not given)	?
29	O=C(O)c1ccc2c(c1)C(=O)N(c1ccc(-c3nc4ccccc4[nH]3)cc1)C2=O	i
30	COc1cccc(C2C(C(=O)Nc3ccccn3)=C(C)NC3=C2C(=O)CC(C)(C)C3)c1 (stereo not given)	i
31	Cc1cc2ccccc2n1CCNS(=O)(=O)c1ccc(Br)cc1	i
32	Cc1c(NC(=O)C(c2ccccc2)c2ccccc2)cccc1[N+](=O)[O-]	44%*
33	CC(C)CN1CC(C(=O)NCCc2n[nH]c3c2CCCC3)CC1=O (stereo not given)	i
34	CC1Cc2ccccc2N1C(=O)CN(C)S(=O)(=O)c1ccc2c(c1)CCC(=O)N2 (stereo not given)	i
35	CCOc1ccc2nc(N3CCCN(Cc4cccn4-c4cccnc4)CC3)nc(C)c2c1	?
36	CNC(=O)C(C)N(C)Cc1cccc(C(=O)OC)c1 (stereo not given)	i
37	O=C1NC(c2ccc(Br)cc2)=C(c2ccccc2)C1=O	i
38	CCc1ccc(C(=O)c2c[nH]c3ccc(F)cc3c2=O)cc1	42%*
39	C/C=C/C(=O)Nc1ccccc1-c1c(Cl)cccc1OC	?
40	O=C(C(Cc1ccc([N+](=O)[O-])cc1)N1C(=O)c2ccccc2C1=O)N1CCOCC1 (stereo not given)	?
41	CCCCNC(=O)C1CCCN(S(C)(=O)=O)C1 (stereo not given)	i
42	Cc1ccc(N2C(=O)CC(N3CCC(C(N)=O)(N4CCCCC4)CC3)C2=O)c(C)c1 (stereo not given)	i
43	COc1nc2c(cc1C(=O)Nc1cnc3n1CCCC3)C(=O)N(C1CCCC1)C2	?
44	Cn1c(=O)[nH]c2nnc(-c3cccs3)nc2c1=O	i
45	Cc1ccc(-n2c(C)c3c(C)nnc(C)c3c2C)cc1C	?
46	Cc1ccc(Cl)cc1N(C)C(=O)Cc1c(C(=O)O)[nH]c2ccc(Cl)cc12	i
47	CC1CC(C)CN(CCCNC(=O)c2ccc3c(c2)ncn3C2CCCC2)C1 (stereo not given)	i
48	CCOc1cc(C(=O)Nc2ccc([N+](=O)[O-])cc2Br)cc(OCC)c1OCC	i
49	O=C(c1ccoc1)N1CCCC(CO)(CCOc2ccccc2)C1 (stereo not given)	i
50	Cc1ccsc1CN(C)C1CCN(C)CC1	i

Additional records follow:
nr	compound	ST2 IL33 inh
51	CC(CCc1ccco1)NC(=O)CCN1CCCCO1 (stereo not given)	i
52	CCC(CC)n1ncc(C)c1NC(=O)c1cc(C)nc(C)n1	i
53	CCN(CC)c1ccc(/C=C2\N=C(SC)SC2=O)cc1	63%*
54	CCN(C(=O)c1cnc2n(c1=O)CCS2)c1ccccc1	i
55	CC(C)C(NC(=O)C1CCCCC1)C(=O)NC1CCCC(C)C1C (stereo not given)	i
56	Cc1sc2ncnc(SCc3ccco3)c2c1C	i
57	CCOc1ccc(-n2c(SCC(=O)NCc3ccco3)nc3c(c2=O)SCC3)cc1	i
58	COc1cc2c(C(=O)NCCCN3CCN(C)CC3)cn(CC(C)C)c(=O)c2cc1OC	i
59	O=C(c1ccco1)N1CCN(S(=O)(=O)c2ccc(F)cc2)CC1	i
60	CC1(C)CC(=O)c2cc(C(=O)Nc3cccc(F)c3)c(=O)n(-c3ccc(Cl)cc3)c2C1	i
61	CC1(C)CC(CCNS(=O)(=O)C[C@]23CC[C@@H](CC2=O)C3(C)C)CC(C)(C)N1	i
62	Cc1nnc(Nc2ccc(C(C)C)cc2)[nH]c1=O	i
63	CCNc1ncc(-c2nn3c(C(C)C)nnc3s2)cn1	i
64	Cc1cc(C)n2nc(SC(C)C(=O)NCc3cccs3)nc2n1 (stereo not given)	i
65	CCN(CCCNS(=O)(=O)c1cccc2cccnc12)c1ccccc1	?
66	CCCC12CN3CC(C)(CN(C1)C3c1ccccc1)C2=O (stereo not given)	?
67	Cc1cccc(NC(=O)CSc2nc3ccccc3c(=O)n2C)c1C	?
68	CCOC(=O)CCNC(=O)NC1CC(=O)N(CC2CCCCC2)C1 (stereo not given)	i
69	CN1CCn2nc(-c3nc4ccccc4n3C)cc2C1	i
70	COc1cc(/C=C2/C=C(c3ccccc3)OC2=O)cc(OC)c1OC	61%*
71	COCCN1CCCC2(CCN(Cc3ccc(Oc4ncccn4)cc3)C2)C1 (stereo not given)	i
72	CC1(C)CC(=O)c2c(CCCCc3n[nH]c4c3C(=O)CC(C)(C)C4)n[nH]c2C1	i
73	CC1=C[C@@H](CNC(=O)c2ccccc2)[C@H](C(C)C)C[C@H]1CC(=O)NCc1cccnc1	i
74	C=CC[C@H]1CC(C)=C[C@H](CC=C)N1C(=O)CCN1CCCC1=O	?
75	CCOCCCN1C(=O)CSc2c(c3ccccc3n2C)C1C(=O)NCCC(C)C (stereo not given)	i

Continued.
nr	compound	ST2 IL33 inh
76	Cc1c(C(=O)NCCSc2ccccn2)cccc1[N+](=O)[O-]	i
77	Cc1cc(Cl)ccc1OCC(=O)Nc1ccc2oc(-c3ccncc3)nc2c1	i
78	CC(C)N1CCOC(CC(=O)N(C)Cc2ccsc2)C1 (stereo not given)	i
79	Cc1nc2c(C(=O)NCCN(C)C)c[nH]n2c(=O)c1Cc1ccccc1F	i
80	Cc1ccc(NS(=O)(=O)c2ccc3[nH]cc(C(=O)NCCc4ccccc4)c(=O)c3c2)c(C)c1	i
81	CC(=O)Nc1c(C)cc(C2(c3cc(C)c(NC(C)=O)c(C)c3)CCCCC2)cc1C	i
82	Cc1ccccc1-c1cnc(-c2ccncc2)nc1C1CCCN(C(=O)c2ccc3ccccc3c2)C1 (stereo not given)	i
83	COCc1cc(CN2CCCC(Nc3ccc(OC)c(OC)c3)C2)ccc1OC (stereo not given)	?
84	CC1CCN([C@@H]2[C@H](O)[C@H](CO)O[C@@H]2CNC2CCOCC2)CC1	i
85	CN1CCCn2nc(C(=O)N[C@H]3COC[C@@H]3N3CCOCC3)cc2C1	?
86	OCCCc1nnc(SCc2ccccc2Cl)n1-c1ccccc1	i
87	Fc1ccccc1CN1CC[C@H](c2nnc(-c3ccccc3)o2)C1	i
88	COc1cc(SC)ccc1C(=O)N1CCN(Cc2ccc3c(c2)OCO3)CC1	i
89	Cc1nc2c(C(=O)NCCCN3CCCC3)cnn2c(C)c1Cc1c(F)cccc1Cl	i
90	Cc1cccn2c(=O)c3cc(C(=O)N4CCN(c5ccc(F)cc5)CC4)n(C)c3nc12	i
91	COc1ccccc1OCCCn1cc(/C=C2/C(=N)N3C=CSC3=NC2=O)c2ccccc21	i
92	Cc1ccc(OCC(=O)Nc2cccc(C(F)(F)F)c2)c(Br)c1	i
93	COc1cc(C(=O)N2CCN(Cc3ccc([N+](=O)[O-])cc3)CC2)cc(OC)c1OC	i
94	Cc1ccc(NS(=O)(=O)c2cccc3c2C(=O)c2ccccc2C3=O)c(C)c1	64%*
95	O=C(O)COc1ccccc1C1OC2CCCCC2C2=CCCCC21 (stereo not given)	i
96	Cc1ccc(CSC2=NCCN2C(=O)c2ccc(F)c(F)c2)cc1	i
97	O=C(Nc1cccc(-c2cccc(F)c2)c1)C1CCN(CC2CC2)CC1	?
98	Cc1ccc(S(=O)(=O)Cc2noc([C@@H]3C[C@@H](O)CN3Cc3cccc(C#N)c3)n2)cc1	i
99	CCc1ccc(Cn2c(CNS(=O)(=O)c3ccc(C)cc3)nc3cccnc32)cc1	i
100	COC(=O)C1=C(C)Nc2nc(SC)[nH]c(=O)c2C1c1ccc(Cl)cc1 (stereo not given)	i

(more compounds)
nr	compound	ST2 IL33 inh
101	Cc1ccccc1-n1nc2c(c1NC(=O)c1ccc(S(=O)(=O)N3CCCC3)cc1)CSC2	i
102	O=C(Cc1ccc(Cl)cc1)NC1CC(=O)N(c2ccccc2)C1 (stereo not given)	i
103	O=C(NC[C@H]1O[C@@H](CC(=O)N2CCN(c3ccccn3)CC2)[C@H](O)[C@@H]1O)Nc1cccc(F)c1	i
104	CCCCOC(=O)C1=C(C)Nc2nnnn2C1c1cccc(Br)c1 (stereo not given)	i
105	C=CCSC1=C(C#N)C(c2ccccc2C)C(C(=O)OCC)C(=O)N1 (stereo not given)	i
106	N#CC1=C(N)OC2=C(C(=O)CCC2)C1c1ccccc1F (stereo not given)	i
107	CC1=C(C(=O)Nc2cc(C)ccn2)C(c2cccc(Cl)c2)C2=C(CC(C)(C)CC2=O)N1 (stereo not given)	i
108	Cc1nc(CN2C(=O)NC(Cc3ccc(F)cc3)(C3CCNCC3)C2=O)co1 (stereo not given)	?
109	COc1ccccc1CNc1ccc([N+](=O)[O-])cn1	i
110	Cc1cc(C)n(-c2ccc(N3CCOCC3)nn2)n1	?
111	Nc1ncc(-c2cccc3ccnn23)cn1	i
112	O=C(NCCc1ccccc1)C1CCCN1S(=O)(=O)c1cccc2nsnc12 (stereo not given)	i
113	COc1cc2c(cc1CN1CCN(c3ncccc3C)CC1)OCO2	?
114	CCOC(=O)c1c(NC(=O)C2CC2c2ccccc2)sc2c1CCCC2 (stereo not given)	i
115	Cc1cc(OCCN2CCN(C)CC2)ccc1C(C)C	i
116	C=CC1(C)CC(OC(=O)/C(=C\COC(C)=O)CO)C(C(=C)C(=O)OC)C(O)C1C(=C)CO (stereo not given)	i
117	CCOc1ccc2nc(N3CCCC(NCCCn4nnc5ccccc54)CC3)nc(C)c2c1 (stereo not given)	?
118	CN=c1sc(C(=O)Nc2cccc(Cl)c2)cc(=O)n1C	?
119	CCOC(=O)c1cccc(NC(=O)CCc2nc(-c3ccc(C)cc3)no2)c1	i
120	CN1CCN(C(=O)Nc2ccc(Cl)cc2)CC1	i
121	CCc1nn2cc(-c3ccccc3)nc2s1	?
122	O=C(NCCCN1CCOCC1)c1cc(=O)[nH]c2ccc(S(=O)(=O)N3CCCC3)cc12	?
123	O=C(CN1CCC(c2ccccc2)CC1)N1CC(c2cccnc2)C1	?
124	CCN(CC)c1ccc(CN2CCN(c3ccccc3OC)CC2)cc1	?
125	Oc1ccc(Cl)cc1N=Cc1cc(Br)cc(Cl)c1O	?

Retrieved by structure from above (four):
nr	compound	ST2 IL33 inh
119	CCOC(=O)c1cccc(NC(=O)CCc2nc(-c3ccc(C)cc3)no2)c1	i
123	O=C(CN1CCC(c2ccccc2)CC1)N1CC(c2cccnc2)C1	?
117	CCOc1ccc2nc(N3CCCC(NCCCn4nnc5ccccc54)CC3)nc(C)c2c1 (stereo not given)	?
121	CCc1nn2cc(-c3ccccc3)nc2s1	?

The list continues:
nr	compound	ST2 IL33 inh
126	CN1CCc2cccc3c2C1Cc1ccc(O)c(O)c1-3 (stereo not given)	i
127	COc1ccc(C(=O)Nc2cccc(NC(=O)c3ccccc3Cl)c2)cc1Br	59%*
128	COC(=O)C1C(=O)C2=C(CC1C)NC(C)=C(C(=O)OC1CCCCC1)C2c1cccc(OC)c1 (stereo not given)	i
129	CO[C@H]1CN(C(C)C)C[C@@H]1NC(=O)c1cccc(NCc2ccccn2)c1C	?
130	CCCOc1ccc(-c2nc(OC)c3ccccc3n2)cc1	i
131	Cc1cc(C)c(S(=O)(=O)N2CCOCC2)cc1N(C)S(=O)(=O)c1ccccc1	i

Exported as labelled records: entries from further up
127) COc1ccc(C(=O)Nc2cccc(NC(=O)c3ccccc3Cl)c2)cc1Br
  ST2 IL33 inh: 59%*
128) COC(=O)C1C(=O)C2=C(CC1C)NC(C)=C(C(=O)OC1CCCCC1)C2c1cccc(OC)c1 (stereo not given)
  ST2 IL33 inh: i
129) CO[C@H]1CN(C(C)C)C[C@@H]1NC(=O)c1cccc(NCc2ccccn2)c1C
  ST2 IL33 inh: ?
130) CCCOc1ccc(-c2nc(OC)c3ccccc3n2)cc1
  ST2 IL33 inh: i

The list is partial (hit frequency here may not be typical).
